Source: PubChem
OXTR potentiate = human OXTR potentiators, primary screen, fluorescence, CHO-OTR cells, Fluo-8 calcium. actives 0.061% (n = 320,000). Fluo-8 calcium fluorescence, potentiator mode; 0% = oxytocin EC15, 100% = EC100. AID 2445, 2010. Oxytocin receptor (Homo sapiens), P30559. activation, % at 3 µM;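 active = activation above that plate's cutoff, the mean activation of tested compounds plus 3 SD, cut at about 6.6% in these data, passing the limit was not always enough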;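 note: 100% uses oxytocin at 75 nM as the full agonist control; some results filed as inactive read as strong as hits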
Target sequence (P30559 whole entry, looked up): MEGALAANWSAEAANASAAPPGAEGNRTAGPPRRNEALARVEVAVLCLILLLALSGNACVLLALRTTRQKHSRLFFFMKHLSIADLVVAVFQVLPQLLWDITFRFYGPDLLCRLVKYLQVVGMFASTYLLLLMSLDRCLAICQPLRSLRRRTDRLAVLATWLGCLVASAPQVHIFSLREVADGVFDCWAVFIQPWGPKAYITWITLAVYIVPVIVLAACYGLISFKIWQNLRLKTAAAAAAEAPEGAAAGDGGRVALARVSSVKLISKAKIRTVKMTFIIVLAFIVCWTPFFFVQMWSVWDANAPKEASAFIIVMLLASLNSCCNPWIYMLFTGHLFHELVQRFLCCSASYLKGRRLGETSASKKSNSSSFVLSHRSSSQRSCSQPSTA
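Measured by – Fluo-8 calcium dye fluorescence · Test system – human OTR in CHO cells · Dosing – one concentration, 3.0 µM compound · Controls – EC15 oxytocin alone as 0%, 75 nM oxytocin as 100% · Evaluation – normalized max/min fluorescence ratio, % activation · Timing – 6 min pre-incubation, 100 s read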
CHO parental Ca = ATP-evoked calcium signal inhibitors, parental CHO, primary screen, counter-screen for OX1R antagonist project, cell-based, fluorescence, Fluo-8 calcium dye; parental CHO-K1, ATP-induced calcium, Fluo-8 fluorescence; inhibition, % at 5.6 µM; actives 0.63% (n = 330,000); AID 463079, 2010;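 active = inhibition above that plate's mean sample inhibition plus 3 SD, cut at about 26% in these data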;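 note: 0% = ATP-challenged DMSO wells and 100% = DMSO wells without ATP; some compounds past the cut are filed as inactive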
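Assay system: parental CHO cells; Read-out basis: percent inhibition of ATP-evoked calcium rise, normalized to controls; Benchmarks: ATP and no-ATP DMSO wells; Compound dosing: single nominal dose of 5.6 µM per compound; Signal: Fluo-8 calcium dye fluorescence; Also added: ATP as calcium-mobilizing challenge; Repeats: singlicate.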
Active calls of the source: *.

SMILES	OXTR potentiate	CHO parental Ca
C#CCOCCOCCOCCNc1nc(N2CCN(C(=O)[C@H]([C@@H](C)CC)n3cc([C@@H](N)CC(C)C)nn3)CC2)nc(N2CCN(C(=O)[C@H](CCCCN)n3cc([C@@H](N)CC(C)C)nn3)CC2)n1	-7	-3
Cc1cc(=O)[nH]c(S)c1C#N	-5	1
O=C(O)c1cccc(-c2ccc(/C=N/n3cnc4sc5c(c4c3=O)CCCC5)o2)c1	0	-11
O=C(Nc1c(-c2cccs2)nc2ccccn12)c1ccc2ccccc2c1	-5	-28
CCc1ccc(C(=O)N/N=C/c2ccc(Cl)cc2Cl)nc1	0	-17
COc1cc(/C=C2\SC(=Nc3ccc(F)cc3)N(c3ccc(F)cc3)C2=O)ccc1OCC(=O)O	-4	5
COC(=O)C1=C(C)N(CCc2cc(OC)c(OC)c(OC)c2)C(=O)N[C@H]1c1cccs1	-2	-18
O=C(O)C1Nc2ccc(OC(F)(F)F)cc2C2C=CCC12 (stereo not drawn)	-5	-4
CCN1CCN(c2nc(-c3ccncc3)nc3ccccc23)CC1	-15	-2
COc1ccc(O)c(C(=O)CC(=O)c2ccccc2)c1	-5	-12
Cc1cc(-c2ccc(N=Nc3c(S(=O)(=O)O)cc4cc(S(=O)(=O)O)cc(N)c4c3O)c(C)c2)ccc1N=Nc1c(S(=O)(=O)O)cc2cc(S(=O)(=O)O)cc(N)c2c1O	-4	-3
COc1ccc(C(=O)NCC(O)COc2ccc(C(C)(C)C)cc2)cc1[N+](=O)[O-] (stereo not drawn)	-9	-12
CCCCN(C)S(=O)(=O)c1ccc(C(=O)Nc2nnc(-c3cccs3)o2)cc1	-15	-9
CN1C(=O)c2c(sc3c2CCCC3)NC1c1ccccc1O (stereo not drawn)	-1	-9
COc1ccccc1CCNC(=O)c1cc(-c2ccccn2)nc2ccc(Br)cc12	-7	-13
C#CCOCCOCCOCCNc1nc(N2CCN(C(=O)[C@H](CCC(=O)O)n3cc(C(N)CC(C)C)nn3)CC2)nc(N2CCN(C(=O)[C@H](Cc3cc4ccccc4[nH]3)n3cc(C(N)[C@H](C)CC)nn3)CC2)n1 (stereo partly drawn)	2	-7
COC(=O)[C@@H](NC(=O)O[C@@H]1C(=O)c2cc(Br)ccc2O[C@H]1c1cccc(OC)c1)C(C)C	-12	-29
Cn1c(=O)n(C)c2cc(/C=N/NC(=O)c3ccncc3)ccc21	-9	1
O=C(CCCn1c(=O)oc2ccccc21)NC1CCCCCC1	8	-18
CS(=O)(=O)c1ccc2nc(NC(=O)c3ccc(N4C(=O)CCC4=O)cc3)sc2c1	-3	20
Cc1ccc(-n2c(-c3cn(C)nc3C)n[nH]c2=S)cc1	1	-10
COc1ccc(NC(=O)c2nc[nH]c2C(=O)NCCCCCNC(=O)OC(C)(C)C)cc1	-7	-7
CCCOc1ccc(-c2nc(-c3ccc(N)cc3)cs2)cc1	-3	0
COC(=O)c1ccccc1NC(=O)Cn1cnc2c(cnn2-c2ccc(C)c(C)c2)c1=O	-24	-11
CC(=O)Cc1nsc(NC(=O)c2ccc(-c3ccc(Cl)c(C(F)(F)F)c3)o2)n1	-1	-1
COc1ccc2c(c1)[C@H]1[C@H](CO2)[C@H](c2ccccc2)[C@]2(C)C(=O)N[C@@H](C)C(=O)N12	2	-12
Cc1cc(Nc2cccc(O)c2)c2ccccc2n1	-4	6
Cc1ccc2cc(CN(Cc3cccs3)C(=O)c3ccco3)c3nnnn3c2c1C	1	-8
CCc1ccc(C2=NN(CCC(=O)NC3CC3)C(=O)CC2)cc1	-3	-12
CS(=O)(=O)c1ccc(-c2cc(Br)sc2-c2ccc(F)cc2)cc1	-9	-5
NC(=S)N/N=C/c1ccc(C23CC4CC(CC(C4)C2)C3)cc1	-16	-16
Cc1sc2nc(CN(CCc3ccccc3)C(=O)c3ccco3)[nH]c(=O)c2c1C	-4	-3
Oc1ccc(O)cc1	-1	5
O=C(NCCCO)Nc1ccc2nc(-c3ccco3)c(-c3ccco3)nc2c1	-5	1
COc1ccc(-c2oc3c4c(cc(OC)c3c(=O)c2CC=C(C)C)OC(C)(C)C=C4)c(OC)c1	4	20
COc1ccc(-c2nn(CC(=O)N3CCCCC3)c(=O)c3ccccc23)cc1	1	-18
CC(C)C(OC(=O)c1oc2ccccc2c1CSC1CCCCC1)C(=O)NC(N)=O (stereo not drawn)	-4	1
Oc1c(Br)cc(/C=N/Nc2nncc3ccccc23)cc1Br	-3	-5
C[C@@H]1C=CC(=O)O[C@@H]1c1ccc(C(F)(F)F)cc1	-9	-4
CC1CCN(S(=O)(=O)c2ccc3c(c2)c(=O)c(C(=O)NCc2ccccc2Cl)cn3C)CC1	-11	0
COc1cccc(-c2ccc(SCC(=O)N3CCc4ccccc43)nn2)c1	-6	-29
Cc1ccc(Nc2nc(-c3sc(NC(=O)c4ccc([N+](=O)[O-])cc4)nc3C)cs2)cc1	-5	9
COc1c(N2CCNC(C)C2)c(F)cc2c(=O)c(C(=O)O)cn(C3CC3)c12 (stereo not drawn)	2	-13
COc1ccccc1N(CCN1C(=O)c2cccc3cccc(c23)C1=O)C(=O)c1ccncc1	-4	-2
O=S(=O)(Cc1ccccc1)N1CCc2ccccc21	-1	-14
Cc1ccc(OC(=O)c2cccc(C(=O)Oc3ccc(C)cn3)n2)nc1	0	2
C#CCOCCOCCOCCNc1nc(N2CCN(C(=O)[C@H](CCC(=O)O)n3cc(C(N)[C@H](C)CC)nn3)CC2)nc(N2CCN(C(=O)[C@H](Cc3cc4ccccc4[nH]3)n3cc(C(N)[C@H](C)CC)nn3)CC2)n1 (stereo partly drawn)	-2	-5
CC1(C)C2CC[C@]3(C)C(CC=C4[C@@H]5C[C@@](C)(CO)[C@@H]6C[C@@]5(CC[C@]43C)C(=O)O6)[C@@]2(C)CC[C@@H]1O (stereo partly drawn)	-1	-10
CN1C(=O)/C(=C/c2cn(CC(=O)N3CCCCC3)c3ccccc23)c2ccccc21	-7	-15
CCCC(=O)Nc1c(-c2cccs2)c(=O)c2ccccc2n1CC	4	-7
CCc1ccc(C(=O)CSC2=C(C#N)C(c3ccco3)C(C(C)=O)=C(C)N2)cc1 (stereo not drawn)	-5	-16
CCOc1cc(/C=N/NC(N)=O)ccc1OC(=O)c1ccc(C)cc1	-12	-22
COc1ccc(CN(C)C(C)C(=O)Nc2ccc(S(=O)(=O)N3CCCC3)cc2)c(OC)c1OC (stereo not drawn)	-17	6
Nc1cc(=O)[nH]c(SCC(=O)Nc2nc3ccc([N+](=O)[O-])cc3s2)n1	-1	-8
CC(C)n1cnc2c(NCc3ccccc3)cc(N[C@@H](CO)Cc3ccccc3)cc21	-3	-15
CC(C)Cn1c(N)c(-c2nc(C(C)C)c(C(=O)c3ccccc3F)s2)c(=O)n(C)c1=O	-1	-8
Cc1ccc(NC(=O)COc2ccc(C(=O)NCCc3ccccc3)cc2)cc1	3	-4
COc1cc(/C=N/NC(=O)c2ccc3nc[nH]c3c2)cc(OC)c1OC	-6	-13
CCOC(=O)C1(CCCCCCOc2ccc(Cl)cc2)CO1 (stereo not drawn)	-3	-15
COCCCNC(=O)c1cc2c(=O)n3cc(C)ccc3nc2nc1NCC1CCCO1 (stereo not drawn)	-2	-13

(next part)
SMILES	OXTR potentiate	CHO parental Ca
Cc1c2cnn(CC(=O)N3CCN(c4ncccn4)CC3)c(=O)c2c(C)n1Cc1ccc(F)cc1	4	-11
CCOC(=O)c1c(NC(=S)Nc2ccccc2)sc2c1CCN(CCc1ccccc1)C2	-4	1
Cc1ccc(-n2[nH]c(C)c(C=Nc3ccc(S(=O)(=O)Nc4nccs4)cc3)c2=O)c(C)c1	-8	-11
CCCCCCCCCC(=O)Nc1cccnc1	2	-10
CCN1C(=NCc2ccc(OC)cc2)N[C@@H](CCc2ccccc2)[C@H](C(=O)NCc2ccc(OC)cc2)[C@H]1C	-6	-30
Cc1ccc(-n2c(N)c(C(=O)Nc3c(C)n(C)n(-c4ccccc4)c3=O)c3nc4ccccc4nc32)cc1C	-13	38*
Cn1nc(-c2ccc(Cl)cc2)nc2c(=O)n(C)c(=O)nc1-2	1	-24
COCCCn1c2nc3ccccc3nc2c2c(=O)n(Cc3ccccc3Cl)cnc21	-2	-19
CCCCN1C(=O)/C(=C2/Sc3ccc(Cl)cc3N2CC)SC1=S	0	-4
CCc1ccc(CNC(=O)Cn2nc(-c3ccc(C)cc3)ccc2=O)cc1	1	-33
CC(=O)O[C@H]1CC[C@]2(C)[C@H]3CC=C4[C@@H]5[C@@H](C)[C@H](C)CC[C@]5(C(=O)O)CC[C@@]4(C)[C@]3(C)CC[C@H]2C1(C)C	-7	-7
Cc1nn(C)c(C)c1S(=O)(=O)N(CC(=O)NCc1ccco1)c1ccc(C(C)C)cc1	1	1
C/C=C/C=C/[C@H]1Cc2cc(O)cc(O)c2O1	-2	-16
O=C(c1ccc(Cl)cc1[N+](=O)[O-])N(Cc1ccccc1)Cc1ccccc1	-6	-15
N#Cc1c(NC(=S)NC(=O)c2ccccc2)sc2c1CCN(CCc1ccccc1)C2	-15	36*
COCCNC(=O)c1c(N)sc2c1CCCC2	-5	-27
CC1(OC(=O)CCc2ccccc2)C(=O)C=C2C=C(c3ccsc3)OC=C2C1=O (stereo not drawn)	-1	-7
CCCCC1=CC2=C(c3ccco3)C(=O)C(C)(OC(=O)c3ccc(OC)cc3)C(=O)C2=CN1C1CCCC1 (stereo not drawn)	-6	-17
CCOC(=O)c1c(NC(=S)Nc2cc([N+](=O)[O-])ccc2OC)sc2c1CCCCC2	-4	-6
CC(CCCCC(=O)Nc1ccc(C(F)(F)F)cc1)NCCc1cnc[nH]1 (stereo not drawn)	-21	-14
CNC(=S)N(CCc1c(C)[nH]c2ccc(Cl)cc12)Cc1cccs1	-12	-4
CCC(CC)C(=O)Nc1cc(Cl)ccc1C	0	-17
COCc1cc(C)nc(N/N=C/c2ccc(-c3ccc(C(=O)O)c(Cl)c3)o2)c1C#N	-8	6
C#CCOCCOCCOCCNc1nc(N2CCN(C(=O)[C@H](CCCCN)n3cc([C@@H](N)CO)nn3)CC2)nc(N2CCN(C(=O)[C@H](Cc3cc4ccccc4[nH]3)n3cc([C@@H](N)Cc4ccc(O)cc4)nn3)CC2)n1	-10	2
CCOCCn1cnc2sc(C(=O)Nc3nc(C)c(C(=O)OCC)s3)c(C)c2c1=O	0	2
CCc1c(C)c(C#N)c2nc3ccccc3n2c1N1CCN(c2cc(C)ccn2)CC1	4	-11
O=C(Nc1nc2c(s1)CCCC2)c1cc(-c2ccc3c(c2)OCO3)nc2ccccc12	0	-17
O=C(O)CCc1nc(-c2ccccc2)c(-c2ccccc2)o1	-4	-11
CN(C)c1ccc2c3c(cccc13)C(=O)N(c1ccccc1)C2=O	-17	5
CCOc1ccc(-c2nc(-c3ccccc3C)no2)cc1	-14	11

Of the compounds above, 2 have an aryl thioether with sulfur outside any ring:
SMILES	OXTR potentiate	CHO parental Ca
COc1cccc(-c2ccc(SCC(=O)N3CCc4ccccc43)nn2)c1	-6	-29
Nc1cc(=O)[nH]c(SCC(=O)Nc2nc3ccc([N+](=O)[O-])cc3s2)n1	-1	-8

More entries
SMILES	OXTR potentiate	CHO parental Ca
Cc1ccc(C(=O)NCCc2ccccn2)cc1S(=O)(=O)N1CCOCC1	2	-7
C#CCOCCOCCOCCNc1nc(N2CCN(C(=O)[C@H](CCCCN)n3cc(C(N)CO)nn3)CC2)nc(N2CCN(C(=O)[C@H](CCCCN)n3cc(C(N)COC(=O)C(F)(F)F)nn3)CC2)n1 (stereo partly drawn)	-5	-4
CC(C)Cn1c(N)c(C(=O)CSc2cc(Cl)ccc2Cl)c(=O)n(C)c1=O	1	-1
COc1cccc(C2C3=C(Nc4[nH]n(-c5ccccc5)c(=O)c42)c2ccccc2C3=O)c1 (stereo not drawn)	-2	5
CCOC(=O)c1c(C)[nH]c(C(=O)OCC(=O)c2c(N)n(C)c(=O)n(C)c2=O)c1C	-7	7
C=CCn1c(=O)/c(=C2/Sc3ccccc3N2CC)s/c1=C1/C(=O)NN=C1C	-10	0
CN(C)c1ccc(-c2nn3c(-c4cccnc4)nnc3s2)cc1	-1	-15

By substructure: the entries above with a CF3 group
SMILES	OXTR potentiate	CHO parental Ca
O=C(O)C1Nc2ccc(OC(F)(F)F)cc2C2C=CCC12 (stereo not drawn)	-5	-4
CC(=O)Cc1nsc(NC(=O)c2ccc(-c3ccc(Cl)c(C(F)(F)F)c3)o2)n1	-1	-1
C[C@@H]1C=CC(=O)O[C@@H]1c1ccc(C(F)(F)F)cc1	-9	-4
CC(CCCCC(=O)Nc1ccc(C(F)(F)F)cc1)NCCc1cnc[nH]1 (stereo not drawn)	-21	-14
C#CCOCCOCCOCCNc1nc(N2CCN(C(=O)[C@H](CCCCN)n3cc(C(N)CO)nn3)CC2)nc(N2CCN(C(=O)[C@H](CCCCN)n3cc(C(N)COC(=O)C(F)(F)F)nn3)CC2)n1 (stereo partly drawn)	-5	-4

Compound profiles (already shown).
`CC(C)Cn1c(N)c(C(=O)CSc2cc(Cl)ccc2Cl)c(=O)n(C)c1=O` is listed with OXTR potentiate = 1; CHO parental Ca = -1
`CCOC(=O)c1c(C)[nH]c(C(=O)OCC(=O)c2c(N)n(C)c(=O)n(C)c2=O)c1C` is listed with OXTR potentiate = -7; CHO parental Ca = 7

Only part of the results is shown; count on the stated rates, not on these rows.
